Screens (PubChem)
KCNK9 inh – KCNK9 potassium channel inhibitors, primary screen, HEK293 cells, thallium flux. 310,000 tested, 1.2% active. FluxOR thallium flux fluorescence; hits give low values. B-score at 10 µM;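 active = ratio B-score over 3 SD below the library mean, with starting fluorescence within 5 SD of its mean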;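 note: negative B-score means less thallium flux so channel inhibition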
KCNQ1 pot – potentiators or activators of KCNQ1 channel, primary screen, cell-based, thallium flux, high-throughput | CHO-K1 KCNQ1, thallium flux FluxOR fluorescence; hits give high values | 310,000 tested, 0.35% active | B-score at 10 µM | AID 2648, 2010 | Potassium voltage-gated channel subfamily KQT member 1 (Homo sapiens), P51787;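 active = fluorescence ratio B-score, a plate-corrected score, at least three library SD, with initial intensity B-score within 5 SD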
Target sequence (P51787 whole entry, looked up): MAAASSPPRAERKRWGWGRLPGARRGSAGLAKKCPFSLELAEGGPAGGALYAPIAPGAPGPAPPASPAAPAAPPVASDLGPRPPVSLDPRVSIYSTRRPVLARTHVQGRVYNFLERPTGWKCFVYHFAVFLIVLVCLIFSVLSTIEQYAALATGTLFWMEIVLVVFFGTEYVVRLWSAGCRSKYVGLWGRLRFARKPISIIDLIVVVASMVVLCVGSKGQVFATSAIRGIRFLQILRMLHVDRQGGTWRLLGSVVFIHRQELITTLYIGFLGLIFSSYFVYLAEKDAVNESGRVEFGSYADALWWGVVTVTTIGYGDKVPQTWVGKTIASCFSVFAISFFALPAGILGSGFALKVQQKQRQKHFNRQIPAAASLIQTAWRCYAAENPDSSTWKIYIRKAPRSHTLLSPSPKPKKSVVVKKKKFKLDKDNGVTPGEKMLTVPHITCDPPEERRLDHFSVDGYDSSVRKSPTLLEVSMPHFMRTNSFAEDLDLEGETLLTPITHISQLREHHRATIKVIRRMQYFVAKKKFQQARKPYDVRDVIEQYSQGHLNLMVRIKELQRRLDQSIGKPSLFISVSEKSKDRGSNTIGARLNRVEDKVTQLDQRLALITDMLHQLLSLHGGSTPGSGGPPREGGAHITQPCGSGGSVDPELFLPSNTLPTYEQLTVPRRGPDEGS
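Assay system: CHO-K1 cells stably expressing KCNQ1; Medium: assay buffer with matched DMSO; Also added: K+/Tl+ depolarizing stimulus; Dosing: single dose; Timing: dye 90 min, compound 20 min, room temperature; Measured by: kinetic FluxOR thallium fluorescence, 10-s 1-Hz baseline, 110-s post-stimulus read; Read-out: peak-minus-minimum fluorescence over initial fluorescence, negative-control normalized, B-scored.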
ANO1 activ – TMEM16A chloride channel activators or potentiators, primary screen, cell-based, HTS | HEK293 TMEM16A/YFP-H148Q/I152L, iodide quench fluorescence; hits give low values | B-score at 10 µM | 340,000 tested, 0.3% active;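 active = fluorescence-ratio B-score plate-corrected deviation score at least 3 library SD below zero, with starting fluorescence score within 5 deviations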;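 note: channel opened by trigger with iodide after compound preincubation; score built on the fluorescence ratio of max minus min over baseline; more negative score means more quench and so TMEM16A activation or potentiation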
HDAC3 inh – HDAC3 deacetylase inhibitors, primary screen, biochemical, fluorescence, cell-free homogeneous | Histone deacetylase 3 (Homo sapiens), O15379 | recombinant HDAC3, fluorogenic peptide/trypsin coupled | inhibition, % at 8.3 µM | 320,000 tested, 0.15% active; in the data active = inhibition above about 26%, passing the limit was not always enough; inconclusive = no clear call, values can overlap the other calls
hERG protect – hERG rescue from dofetilide block, primary screen, cell-based, CHO-hERG, FluxOR thallium flux, dofetilide IC70; Voltage-gated inwardly rectifying potassium channel KCNH2 (Homo sapiens), Q12809; dofetilide IC70 present; activation (rescue from dofetilide block), less the hit threshold, % at 10 µM; AID 1511, 2009; 310,000 tested, 0.51% active;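 active = activation above the mean of controls blocked by dofetilide plus 5 SD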;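 note: thallium influx through hERG after potassium depolarization seen as dye fluorescence rise; in these data hits start at about 4.7%; inactives centre near -7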
DYRK1A inh – rat Dyrk1A kinase inhibitors, primary screen, biochemical, single point, plate reader. 310,000 tested, 0.43% active. inhibition, % at 12.5 µM. AID 504441, 2011. Dual specificity tyrosine-phosphorylation-regulated kinase 1A (Rattus norvegicus), Q63470. ADP-Glo luminescence, NFATc1 peptide; in the data active = inhibition above about 50%;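 note: plate controls were vehicle with enzyme for no effect and no enzyme for full effect; many of its hits are not listed in these tables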
KCNQ1 block – inhibitors of human KCNQ1 channel, primary screen, cell-based, thallium flux, high-throughput | B-score at 10 µM | CHO-K1 KCNQ1, FluxOR thallium flux fluorescence; hits give high values | AID 2642, 2010 | 310,000 tested, 1.3% active;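 active = compounds whose thallium flux B-score, printed positive for inhibition, exceeds three library SD while starting fluorescence stays within three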;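 note: channel opened by potassium depolarization with thallium stimulus after 20 min compound exposure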
TMEM16A inh – TMEM16A chloride channel inhibitors, primary screen, cell-based, HTS; Anoctamin-1 (Mus musculus), Q8BHY3; HEK293 TMEM16A/YFP iodide influx fluorescence, ionomycin; normalized B-score (activity score, 25-100; higher = stronger inhibition) at 10 µM; 310,000 tested, 1.2% active; AID 588511, 2011;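 active = ratio plate-corrected score three or more library SD toward inhibition, starting fluorescence score within five deviations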;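 note: score derived from kinetic fluorescence span divided by baseline fluorescence per well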
TRPC4 agonist – activators of mouse TRPC4 channel, primary screen, Fluo4 calcium, HEK293 TRPC4beta/mu-opioid cells; Short transient receptor potential channel 4 (Mus musculus), Q9QUQ5; Fluo4 calcium fluorescence; hits give high values; B-score at 10 µM; 310,000 tested, 0.49% active;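 active = B-score above 5 SD of library B-scores, and initial fluorescence ratio not above library mean plus 5 SD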;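 note: positive B-score marks a calcium rise read as TRPC4 activation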
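Material: TRPC4beta and mu-opioid receptor HEK293 stable cells | Incubation: 45 min room-temperature Fluo4 loading, 110 s read | Detection: Kinetic Fluo4 calcium fluorescence | Measure: Integrated baseline-normalised fluorescence ratio, converted to per-well B score | Benchmarks: Low control buffer alone, high control maximal DAMGO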
TRPC4 PAM – positive allosteric modulators of TRPC4, primary screen, cell-based, mouse TRPC4beta, HEK293 mu-opioid, Fluo-4 calcium; Short transient receptor potential channel 4 (Mus musculus), Q9QUQ5; DAMGO EC20, Fluo-4 Ca2+ flux; hits give high values; B-score at 10 µM; 310,000 tested, 0.42% active;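 active = B-score of calcium response area above 5 SD of library B-scores, with initial fluorescence ratio within 5 SD of library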;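 note: B-score of integrated fluorescence ratio over time as area under calcium response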
KCNK3 block – human KCNK3 channel inhibitors, primary screen, CHO cells, FluxOR thallium flux, B-score | Potassium channel subfamily K member 3 (Homo sapiens), O14649 | FluxOR fluorescence; hits give low values | B-score at 10 µM | 340,000 tested, 0.84% active | AID 602410, 2012;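 active = B-score under library mean minus 4 SD, starting fluorescence ratio at most library mean plus 5 SD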;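 note: more negative B-score means stronger inhibition of thallium flux through KCNK3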
Target sequence (O14649 whole entry, looked up): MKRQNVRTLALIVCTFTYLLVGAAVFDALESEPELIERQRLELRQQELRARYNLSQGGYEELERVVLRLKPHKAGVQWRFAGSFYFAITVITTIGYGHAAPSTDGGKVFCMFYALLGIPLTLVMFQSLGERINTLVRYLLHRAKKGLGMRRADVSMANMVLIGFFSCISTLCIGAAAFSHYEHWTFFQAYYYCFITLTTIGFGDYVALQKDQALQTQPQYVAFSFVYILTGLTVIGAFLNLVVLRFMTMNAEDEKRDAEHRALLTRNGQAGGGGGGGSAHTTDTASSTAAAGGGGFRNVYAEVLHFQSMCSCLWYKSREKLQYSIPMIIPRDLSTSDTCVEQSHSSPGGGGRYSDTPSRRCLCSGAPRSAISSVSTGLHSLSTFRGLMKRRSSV
* = called active by the depositor; i = inactive; ? = inconclusive; . = not tested or not shown; & = joins results of further samples. These rows are one share of the data (hit frequency here may not be typical).

smiles	DYRK1A inh	hERG protect	TRPC4 PAM	KCNK3 block	KCNQ1 block	KCNQ1 pot	TMEM16A inh	ANO1 activ	HDAC3 inh	KCNK9 inh	TRPC4 agonist
O=C(CNC(=O)c1ccc(OC(F)F)cc1)NC1CCCc2ccccc21 (stereo not given)	2	-1	i	i	i	i	i	i	-2	i	i
Cc1cc(C)c(C)c(S(=O)(=O)N2CCN(CC(=O)NC(=O)NCc3ccccc3)CC2)c1C	-7	-6	i	i	i	i	i	i	3	i	i
CCc1ccc(-c2cc(C(F)(F)F)n3nc(C(=O)Nc4c(C)nn(Cc5ccccc5Cl)c4C)cc3n2)s1	-32	-9	i	i	i	i	i	i	-1	i	i
CC1(C)CC(=O)C(C=Nc2ccccc2C(=O)O)=C(O)C1	-3	-7	i	i	i	i	i	i	4	i	i
CC(=O)NO	.	-4	i	.	i	i	i	.	3	i	i
CCCCCC(=O)Nc1ccc(Cl)cn1	-9	-9	i	i	i	i	i	i	4	i	i
CN(C)S(=O)(=O)c1ccc(NC(=O)COC(=O)Cn2[nH]c(=O)c3ccccc3c2=O)cc1	-1	-9	i	i	i	i	i	i	0	i	i
O=C(c1c(F)cccc1F)N(Cc1ccccn1)C1CCCC1	-2	-7	i	i	i	i	i	i	2	i	i
CCOc1cc(NC(=S)NCCCN2CCOCC2)c(OCC)cc1NC(=O)c1ccc(OC)cc1	-3	-15	i	i	i	i	i	i	-7	i	i
CC(C)Oc1ccc(C(=O)/C=C2/C(=O)Nc3ccccc32)cc1	-2	-4	i	i	i	i	i	i	3	i	i
CN(C1CCCCC1)S(=O)(=O)c1ccc(NC(=O)CCC(=O)O)cc1	0	-6	i	i	i	i	i	i	3	i	i
Cc1nn2c(NCc3ccccn3)c3c(nc2c1-c1ccccc1)CCC3	.	-19	i	i	i	i	i	i	8	i	i
CCn1c(C)nc2cc(C(=O)NNC(=S)Nc3ccc(Cl)cc3Cl)ccc21	-4	-11	i	i	i	i	i	i	-1	i	i
CC(OC(=O)CCCc1c[nH]c2ccccc12)C(=O)Nc1ccc(S(N)(=O)=O)cc1 (stereo not given)	2	-19	i	i	i	i	i	i	1	i	i
Cc1ccc(S(=O)(=O)N/N=C/c2cn(C)nc2C)cc1	5	-7	i	i	i	i	i	i	11	i	i
CCCCc1nnc(NC(=O)C2CCCO2)s1 (stereo not given)	1	-10	i	i	i	i	i	i	-1	i	i
CCc1nc2sc(C(=O)O)c(N)c2c2c1CCCC2	-9	-11	i	i	i	i	i	i	.	i	i
NS(=O)(=O)c1cc2c(cc1Cl)NC(Cc1ccccc1)NS2(=O)=O (stereo not given)	-1	-8	i	i	i	i	i	i	1	i	i
CC(N)C12CC3CC(CC(C3)C1)C2 (stereo not given)	-2&-8	-4&-7	i	i	i	i	i	i	12&2	i	i
O=C(CSc1n[nH]c(-c2ccccn2)n1)Nc1ccccc1	-2	-1	i	i	i	i	i	i	4	i	i
O=C1c2ccccc2-c2ncnc3c(N4CCOCC4)cc(N4CCOCC4)c1c23	38	-22	i	i	i	i	i	i	7	i	i
COc1ccc(C2=NOC(Cn3nc(C(=O)NCc4ccccc4OC)cc3-c3ccccc3)C2)cc1 (stereo not given)	32	-23	i	i	i	i	i	i	4	i	i
O=C(Nc1ccc2c(c1)OCCO2)c1cccc(S(=O)(=O)N2CCCCC2)c1	-15	-13	i	i	i	i	i	i	?	i	i
Cc1nnc(Oc2ccccc2F)c2ccccc12	-6	-6	i	i	i	i	i	i	-9	i	i
CCn1c(SCC(=O)Nc2cc(C)on2)nc2c(c1=O)SC(C)C2 (stereo not given)	.	-3	i	i	i	i	i	i	2	i	i
Cc1ccc(CSc2nnc(-c3cccnc3)n2N)cc1	-4	-17	i	i	i	i	i	i	4	i	i
CCOC(=O)C1CCCN(C(=O)CN2C(=O)C(CC)Oc3ccc(C)cc32)C1 (stereo not given)	-5	0	i	i	i	i	i	i	-3	i	i
COc1ccc(NS(=O)(=O)c2ccc(NC(=O)C(C)(C(F)(F)F)C(F)(F)F)cc2)nn1	4	-1	i	i	i	i	i	i	-5	i	i
O=C(CN1C(=O)NC2(CCCCCCC2)C1=O)N1CCOCC1	-4	-11	i	i	i	i	i	i	4	i	i
CC(=O)OC1COC(n2ccc3ccccc32)C(OC(C)=O)C1OC(C)=O (stereo not given)	1	-4	i	i	i	i	i	i	-1	i	i
COc1cc(CN2CCN(C(=O)CC(C)C)CC2)cc(OC)c1OC	3	-7	i	i	i	i	i	i	-7	i	i
COc1cc(OC)cc(C(=O)Nc2ccc(S(=O)(=O)Nc3ccccn3)cc2)c1	-9	-7	i	i	i	i	i	i	2	i	i
C/C(=N\NC(=O)c1nnn(-c2nonc2N)c1C)c1ccc(-c2ccccc2)cc1	-1	-5	i	i	i	i	i	i	-1	i	i
COc1ccc(C(C(=O)NCC2CCCO2)N(Cc2ccco2)C(=O)c2snc(C(N)=O)c2N)cc1OC (stereo not given)	-6	-25	i	i	i	i	i	i	-6	i	i
O=C(Nc1nc2ccccc2[nH]1)c1ccccc1	19	-3	i	i	i	i	i	i	0	i	i
CCOC(=O)NC1CCS(=O)(=O)C1 (stereo not given)	4	-2	i	i	i	i	i	i	1	i	i
CN(Cc1ccccc1)CC(O)COc1ccc(CNCc2ccc(Cl)s2)cc1 (stereo not given)	-1	-5	i	i	i	i	i	i	-2	i	i
CCOC(=O)N1CCN(C(=O)CNC(=O)C23CC4CC(CC(C4)C2)C3)CC1	-1	-7	i	i	i	i	i	i	-2	i	i
COc1cc(/C=N/NC(=O)c2c(C)nc3ccc(Cl)cn23)cc(OC)c1OC	-7	-7	i	i	i	i	i	i	-3	i	i
O=C(Nc1ccc(F)cc1)C1CCN(S(=O)(=O)c2ccc3[nH]c(=O)oc3c2)CC1	-4	-4	i	i	i	i	i	i	3	i	i
CCOC(=O)C1CCN(c2ccc([N+](=O)[O-])cc2S(=O)(=O)N2CCOCC2)CC1	-7	-3	i	i	i	i	i	i	13	i	i
Cc1cccc(-c2nc3ccccc3c(=O)n2NC(=O)c2cccnc2Cl)c1	-4	-7	i	i	i	i	i	i	-2	i	i
O=C(CSc1nnc(-c2ccc(O)cc2)o1)Nc1ccccc1	2	-10	i	i	i	i	i	i	-1	i	i
COc1cccc(-c2nn(-c3ccccc3)cc2CNC(C)Cn2cncn2)c1 (stereo not given)	3	-8	i	i	i	i	i	i	-1	i	i
CCc1ccc(CNC(=O)c2ccc(NC(=O)C3=CSCCO3)cc2)cc1	-1	-10	i	i	i	i	i	i	?	i	i
Cc1cc(NC(=O)NC2CC(=O)N(c3ccc4c(c3)OCCO4)C2)no1 (stereo not given)	1	-11	i	i	i	i	i	i	-3	i	i
C=CCn1c[n+](CC(=O)c2ccc(Br)s2)c2ccccc21	1	-2	i	i	i	i	i	i	7	i	i
Cc1ccc(C)c(NC(=O)c2cc(S(=O)(=O)N3CCOCC3)cn2C)c1	10	-9	i	i	i	i	i	i	.	i	i
CCn1nnnc1SCC(=O)Nc1ccc2c(c1)OCO2	-3	-6	i	i	i	i	i	i	1	i	i
CSc1ccc(S(=O)(=O)N2CCC(C(=O)NCC3CCCO3)CC2)cc1 (stereo not given)	0	-9	i	i	i	i	i	i	2	i	i
Cc1ccc(NC(=O)/C(=C/c2ccco2)c2ccccc2)c(C)c1	-2	-1	i	i	i	i	i	i	2	i	i
COc1ccccc1OCC(=O)Nc1ccc2c(c1)OCO2	3	-11	i	i	i	i	i	i	2	i	i
CCOC(=O)C1=C(N)Oc2ccc3ccccc3c2C1c1ccc(O)cc1 (stereo not given)	2	-23	i	i	i	i	i	i	0	i	i
CN1/C(=C\C(=O)c2cccnc2Cl)C(C)(C)c2ccccc21	8	-7	i	i	i	i	i	i	12	i	i
CCCN(C(=O)CCSc1ccc(F)cc1)c1c(N)n(Cc2ccccc2)c(=O)[nH]c1=O	-6	-12	i	i	i	i	i	i	5	i	i
CS(=O)(=O)c1ccc2nc(NC(=O)c3ccc(N4C(=O)CCC4=O)cc3)sc2c1	.	-8	i	.	i	i	i	.	.	i	i
COC(=O)c1cc(-c2ccc(Br)cc2)c2c(=O)[nH]c(=O)n(C)c2n1	5	-2	i	i	i	i	i	.	-3	i	i
CCn1c(SCC(=O)N2CC(=O)Nc3ccccc32)nnc1-c1ccoc1C	-7	4	i	i	i	i	i	i	8	i	i
CCOC(=O)C1CCCN(CCC(C)c2ccccc2)C1 (stereo not given)	.	-10	i	i	i	i	i	i	-2	i	i
CC(C)n1c(SCC(=O)Nc2nc3c(s2)CCCC3)nc2c1c(=O)n(C)c(=O)n2C	-1	-22	i	i	i	i	i	i	-12	i	i

The listing continues.
smiles	DYRK1A inh	hERG protect	TRPC4 PAM	KCNK3 block	KCNQ1 block	KCNQ1 pot	TMEM16A inh	ANO1 activ	HDAC3 inh	KCNK9 inh	TRPC4 agonist
CCOc1ccccc1CN1CCNC(=O)C1CC(=O)N(C)C1CCOCC1 (stereo not given)	1	-6	i	i	i	i	i	i	-17	i	i
COc1ccccc1C(=O)NCC1CCN(c2ccc(S(=O)(=O)N3CCOCC3)cc2)CC1	6	-5	i	i	i	i	i	i	-3	i	i
COc1ccc2[nH]c3c(=S)nc[nH]c3c2c1	15	-11	i	i	i	i	i	i	?	i	i
CCn1nnnc1SCC(=O)N1CCCc2ccccc21	-4	-4	i	i	i	i	i	i	4	i	i
O=C1c2ccccc2-c2onc3ccc(N4CCCC4)c1c23	77*	-12	i	i	i	i	.	-8.3*	.	i	i
